Screening results (PubChem BioAssay)
M4 PAM = human M4 muscarinic receptor positive allosteric modulators, primary screen, CHO-K1 cells, Fluo-8 calcium fluorescence; Muscarinic acetylcholine receptor M4 (Homo sapiens), P08173; CHO-K1 hM4/Gqi5, ACh EC20; 0% = ACh EC20, 100% = maximal ACh; activation, % at 3 µM; 360,000 tested, 0.4% active;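 active = activation above its plate's cutoff, the mean activation of sample wells plus 3 SD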; note: some results filed as inactive read as strong as hits
Target sequence (P08173 whole entry, looked up): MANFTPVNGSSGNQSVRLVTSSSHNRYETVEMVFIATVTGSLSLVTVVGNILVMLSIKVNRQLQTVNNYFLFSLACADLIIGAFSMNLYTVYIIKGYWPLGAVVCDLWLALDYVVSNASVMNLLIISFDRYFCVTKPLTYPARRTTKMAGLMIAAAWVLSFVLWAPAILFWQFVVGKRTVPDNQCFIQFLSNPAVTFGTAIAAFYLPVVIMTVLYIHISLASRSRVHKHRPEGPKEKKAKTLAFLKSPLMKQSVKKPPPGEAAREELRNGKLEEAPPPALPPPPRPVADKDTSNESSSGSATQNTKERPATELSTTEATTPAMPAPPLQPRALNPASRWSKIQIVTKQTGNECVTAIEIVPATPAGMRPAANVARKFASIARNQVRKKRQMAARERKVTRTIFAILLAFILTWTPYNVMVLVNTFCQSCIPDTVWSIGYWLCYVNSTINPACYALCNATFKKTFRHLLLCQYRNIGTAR
CHRM5 agonist = human M5 muscarinic receptor agonists, primary screen, CHO-K1 cells, Fluo-8 calcium fluorescence; Muscarinic acetylcholine receptor M5 (Homo sapiens), P08912; CHO-K1 hM5 cells; 0% DMSO wells, 100% maximal acetylcholine response; activation, % at 3 µM; 360,000 tested, 0.19% active; AID 624037, 2012;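 active = activation above the run's mean over test compounds plus 3 SD, cut at about 23% in these data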;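 note: signal is peak over basal fluorescence ratio across the kinetic read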
Target sequence (P08912 whole entry, looked up): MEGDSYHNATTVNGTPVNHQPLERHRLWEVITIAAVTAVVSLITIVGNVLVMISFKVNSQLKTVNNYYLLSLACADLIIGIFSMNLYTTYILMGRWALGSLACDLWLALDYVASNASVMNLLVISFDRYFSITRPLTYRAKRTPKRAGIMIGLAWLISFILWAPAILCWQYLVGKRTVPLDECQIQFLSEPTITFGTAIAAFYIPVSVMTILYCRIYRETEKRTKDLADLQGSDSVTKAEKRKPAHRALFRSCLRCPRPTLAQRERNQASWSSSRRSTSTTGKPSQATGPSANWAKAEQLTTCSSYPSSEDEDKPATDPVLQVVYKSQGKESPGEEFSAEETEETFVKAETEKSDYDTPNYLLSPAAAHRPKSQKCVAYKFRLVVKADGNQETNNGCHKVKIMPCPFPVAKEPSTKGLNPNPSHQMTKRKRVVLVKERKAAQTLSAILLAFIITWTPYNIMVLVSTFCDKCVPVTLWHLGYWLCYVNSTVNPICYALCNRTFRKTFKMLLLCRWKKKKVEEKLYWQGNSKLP
M4 ag = human M4 muscarinic receptor agonists, primary screen, CHO-K1 cells, Fluo-8 calcium fluorescence; 360,000 tested, 0.14% active; activation, % at 3 µM; CHO-K1 hM4/Gqi5; vehicle 0%, full acetylcholine response 100%;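 active = activation above the run mean over all test wells plus 3 SD, cut at about 32% in these data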;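 note: peak over basal fluorescence ratio per well then scaled between controls; 0% = DMSO wells and 100% = acetylcholine at EC100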
CHRM4 antagonist = human M4 muscarinic receptor antagonists, primary screen, CHO cells, Fluo-8 calcium fluorescence; CHO-hM4 cells, ACh EC80; 360,000 tested, 0.73% active; Muscarinic acetylcholine receptor M4 (Homo sapiens), P08173; AID 624125, 2012; inhibition, % at 3 µM;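 active = inhibition above its plate's cutoff, the mean inhibition of sample wells plus 3 SD, cut at about 27% in these data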;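 note: 0% = acetylcholine EC80 with DMSO and 100% = DMSO without agonist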
CRFR2-BP antag = antagonists of CRF-BP/CRF-R2 complex, primary screen, cell-based, HEK293, calcium dye fluorescence, uHTS. CRF-induced calcium fluorescence. inhibition, % at 11.8 µM. 350,000 tested, 0.59% active;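 active = inhibition of the ligand-induced calcium signal above about 50% at the single tested concentration, limit read from the data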
M5 antag = human M5 muscarinic receptor antagonists, primary screen, CHO cells, Fluo-8 calcium fluorescence | Muscarinic acetylcholine receptor M5 (Homo sapiens), P08912 | CHO-hM5 cells, ACh EC80 | inhibition, % at 3 µM | 360,000 tested, 0.59% active;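 active = inhibition above a per-plate cutoff, the mean of that plate's test compounds plus 3 SD, cut at about 27% in these data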;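 note: 0% = acetylcholine EC80 with DMSO and 100% = DMSO without agonist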
M5 PAM = human M5 muscarinic receptor positive allosteric modulators, primary screen, CHO-K1 cells, Fluo-8 calcium fluorescence; Muscarinic acetylcholine receptor M5 (Homo sapiens), P08912; CHO-K1 hM5, ACh EC20 PAM; 0% = ACh EC20, 100% = ACh EC100; activation, % at 3 µM; 360,000 tested, 0.3% active;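 active = activation above the run cutoff, the mean activation of all test compounds plus 3 SD, cut at about 18% in these data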
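Test system: CHO-K1 hM5 cells / Doses: single-point, 3 µM nominal / Times: Post-acetylcholine fluorescence recording 140 s / Technique: Fluo-8 calcium fluorescence / Measure: Max/basal fluorescence ratio as % of EC20–EC100 ACh window / Benchmarks: low control EC20 acetylcholine (0%), high control EC100 acetylcholine (100%) / Replicates: one well per compound, no replicates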
IDE cell inh = human IDE inhibitors in live cells, primary screen, fluorescence polarization, HEK cells, FAbetaB substrate; Insulin-degrading enzyme (Homo sapiens), P14735; FAbetaB cleavage; inhibition, % at 5.59 µM; 320,000 tested, 0.41% active;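 active = percent inhibition above the average of all tested compounds plus 3 SD, set per screening campaign, cut at about 16% in these data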;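 note: IDE supplied by intact live HEK cells; FP after avidin binding of uncleaved biotin substrate so inhibition keeps polarization high; 0% = DMSO wells and 100% = 60 µM reference IDE inhibitor Ii1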
CRFBP-R2 agonist = agonists of CRF-BP/CRF-R2 complex, primary screen, cell-based, HEK293, calcium dye fluorescence, uHTS; AID 588473, 2011; calcium dye fluorescence (FLIPR); percent of saturating CRF peptide response; activation, % at 13.2 µM; 350,000 tested, 0.46% active;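 active = activation of at least 50%, plus an integration ratio under a set limit after plate pattern correction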;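 note: plate controls were neutral control wells without compound for no effect and CRF at EC100 for full effect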
Numbers without * were called inactive; x = not tested or not shown. An unsorted share of the library. About 2.9% of those tested had a hit in this group.

Molecule	CHRM5 agonist	CHRM4 antagonist	M5 PAM	M4 PAM	CRFBP-R2 agonist	IDE cell inh	M5 antag	CRFR2-BP antag	M4 ag
CCOC(=O)c1c(C)[nH]c(C)c1S(=O)(=O)N1CCN(C(=O)c2ccco2)CC1	-3	-1	-3	3	0.2	1	10	-11	1
Cn1c(SCC2CCCO2)nnc1-c1ccncc1 (stereo unspecified)	0	14	-2	-2	-1.0	-2	4	9	0
O=C1C=C(c2ccc(F)nc2)C[C@@H](c2ccc3c(c2)OCO3)C1	0	-6	4	-3	-0.3	2	-3	3	3
COc1ccc(Cc2nnc(N=Nc3c(O)[nH]c4ccc(Br)cc34)[nH]c2=O)cc1	1	-13	-2	8	-0.9	1	-2	39	1
CC(=O)N1CC(=O)N=C1SCC(=O)Nc1nc(C)c(-c2ccccc2)s1	-1	-9	-2	-4	-2.4	-3	12	-24	1
COc1cc(C(=O)Nc2cc(C(F)(F)F)ccc2N2CCOCC2)ccc1OCC(=O)N1CCOCC1	-2	5	-1	1	0.6	3	2	-7	2
CC(C)CCn1c(C(C)O)nc2ccccc21 (stereo unspecified)	1	-2	1	7	2.7	2	-2	-6	1
CCCCC1=CC2=C(c3ccco3)C(=O)C(C)(OC(=O)c3ccc(OC)cc3)C(=O)C2=CN1CCc1ccccn1 (stereo unspecified)	5	-5	-1	7	5.6	0	1	8	4
COC(CNC(=O)c1ccc2c(c1)ncn2-c1ccc(C)cc1C)OC	-4	-7	3	2	-1.2	4	-2	16	2
O=C(COC(=O)c1ccccc1)Nc1cccc(S(=O)(=O)N2CCOCC2)c1	1	2	4	-3	7.9	4	3	21	4
COC(=O)C(Cc1ccccc1)NS(=O)(=O)c1ccc(F)cc1Br (stereo unspecified)	-3	2	6	0	-2.0	-4	1	3	0
Cc1cc(C)nc(SCc2nnc(SCC(=O)Nc3c(C)cccc3C)o2)n1	-1	9	-3	-6	1.7	0	6	2	1
N#CCc1nc(CSc2nc3ccccc3s2)cs1	1	-11	-4	4	-0.2	3	1	9	1
CC(CC(=O)Nc1ccc(F)cc1)S(=O)(=O)c1ccc2c(c1)NC(=O)CO2 (stereo unspecified)	-4	-6	1	4	2.1	5	8	-1	1
Cc1cc(C(=O)COC(=O)c2ccccc2Br)c(C)n1CC1CCCO1 (stereo unspecified)	1	3	3	-10	0.3	0	-2	0	6

Molecule	CHRM5 agonist	CHRM4 antagonist	M5 PAM	M4 PAM	CRFBP-R2 agonist	IDE cell inh	M5 antag	CRFR2-BP antag	M4 ag
COc1cc(-c2cc(N)n(S(=O)(=O)c3ccc(F)cc3)n2)cc(OC)c1OC	2	-6	-14	-4	0.6	-2	0	2	6
Cc1ccc2nc(-c3ccc(SCC(=O)Nc4nnc(C)s4)nc3)[nH]c2c1	-1	7	-5	-4	0.9	-6	5	26	3
C[C@H](NC(=O)c1[nH]cnc1C(=O)Nc1ccc(CNC(=O)OC(C)(C)C)cc1)C(=O)OC(C)(C)C	-3	15	-27	-6	1.3	5	20	-3	14
Cc1ccc(NC(=O)C(C)OC(=O)CSc2ccccc2)cc1 (stereo unspecified)	-4	-12	-3	11	0.8	-2	-1	4	5
CCOCCCNc1nc(-c2ccccc2)nc2ccccc12	-4	8	9	-10	-0.1	3	5	-11	7
COC(=O)C1=CN(c2ccc(C)cc2)C(N)=C(C#N)C1c1ccc(OC)cc1 (stereo unspecified)	-1	3	2	3	x	x	4	x	1
CCOc1ccccc1Oc1c(C)oc2cc(OC(=O)c3ccco3)ccc2c1=O	1	3	7	-5	1.0	0	-5	30	0
Cc1ccc(NC(=O)Nc2cccs2)nc1	-10	1	5	0	-0.9	-2	10	-66	0
CCOc1ccc(NC(=O)c2cc(C3CC3)nc3c2cnn3C(C)C)cc1OC	-1	3	-7	5	-0.9	-1	7	3	6
COc1ccc(CNC(=O)CC2C[C@H](C(=O)N3CCCCC3)[C@@]3(C)c4[nH]c5ccccc5c4CCN3C2=O)cc1OC (stereo partly specified)	-1	0	0	4	-1.1	4	6	32	1
N/C(Cc1ccc([N+](=O)[O-])cc1)=N\OC(=O)c1ccccc1F	-2	-8	0	2	-0.8	-9	4	38	1
Cc1[nH]c2ccccc2c1C(=O)COC(=O)c1ccc([N+](=O)[O-])s1	4	-2	-6	1	11	4	11	-8	7
C/C(=N\O)C1/C(=N/O)CC2C1C2(C)C (stereo unspecified)	-3	3	0	10	-0.2	2	2	11	1
COc1ccc2c(c1OC)C(=O)OC2Nc1nc(-c2ccccc2)cs1 (stereo unspecified)	-2	3	5	4	-1.3	7	-1	2	2
CC12CCC(C/C1=N\OC(=O)c1c(F)cccc1F)C2(C)C (stereo unspecified)	7	16	-17	-29	-0.1	8	11	95*	15

Look-ups from the list.
CC(C)CCn1c(C(C)O)nc2ccccc21 (stereo unspecified) in CHRM5 agonist is entered as 1
CC(=O)N1CC(=O)N=C1SCC(=O)Nc1nc(C)c(-c2ccccc2)s1 in CRFBP-R2 agonist is entered as -2.4

Going on with the list:
Molecule	CHRM5 agonist	CHRM4 antagonist	M5 PAM	M4 PAM	CRFBP-R2 agonist	IDE cell inh	M5 antag	CRFR2-BP antag	M4 ag
CCCC(=O)OC/C(O)=C(\C#N)c1nc2ccccc2[nH]1	3	0	4	6	0.6	0	4	-1	1
N=c1n(CCN2CCCCC2)c2ccccc2n1CC(=O)c1cccs1	-7	-2	5	-10	-0.7	2	-13	10	1
COc1ccc(C(=O)NC2=NCCS2)cc1S(=O)(=O)N1CCOCC1	0	-6	-4	5	-1.1	x	0	-6	0
O=C1CCCN1CC(O)CS(=O)(=O)c1ccc(Cl)cc1 (stereo unspecified)	1	6	-1	3	-0.3	-1	3	0	0
C=CCn1c(=O)c(C(=O)NCc2ccc3c(c2)OCO3)c(O)c2cc(OC)c(OC)cc21	5	0	6	-1	0.9	x	7	2	0
COc1ccc(C)cc1NS(=O)(=O)c1ccc2c(c1)CCN2C(C)=O	8	-9	-5	-9	-2.7	6	5	15	12
CC(C)[C@H](NS(=O)(=O)c1ccccc1)C(=O)OCC(=O)Nc1ccccc1Sc1ccccc1	-3	0	-10	-7	1.7	0	12	-26	0
Cc1ccnc(SCCn2c(N(C)Cc3ccccc3)nc3c2c(=O)n(C)c(=O)n3C)n1	-1	-8	-10	-6	-2.6	5	6	10	x
COc1ccc(C(=O)NC(NC(=O)c2ccc(OC)cc2)c2ccccc2F)cc1	2	-5	9	9	-2.9	1	-11	-14	1
CCCn1c(=N)n(CC(=O)OCC)c2ccccc21	-4	-6	1	0	-2.0	1	4	-2	0
COc1ccc(CCN2CC(C(=O)NCc3cc(C(C)C)no3)CCC2=O)cc1 (stereo unspecified)	-4	-10	-1	3	-1.2	x	-3	-7	2
O=C(C[C@H]1C=C[C@@H](NS(=O)(=O)c2ccccc2)[C@@H](CO)O1)NCc1ccc(Cl)c(Cl)c1	1	-15	-3	3	x	x	6	x	8
COc1cc(C(=O)O)ccc1OC(C)=O	4	3	5	0	-0.8	-1	-2	-9	1
COc1ccc(C2Nc3ccccc3C(=O)N2c2ccc(C)cc2)cc1COc1ccccn1 (stereo unspecified)	-4	2	0	0	-2.1	3	3	5	1
Nc1ncnc2c1ncn2[C@@H]1O[C@H](C(=O)N2CCN(c3ccc(Cl)cn3)CC2)[C@@H](O)[C@H]1O	1	-2	6	3	x	x	6	x	0

Molecule	CHRM5 agonist	CHRM4 antagonist	M5 PAM	M4 PAM	CRFBP-R2 agonist	IDE cell inh	M5 antag	CRFR2-BP antag	M4 ag
CCN(C(=O)CSc1nnc(-c2ccco2)n1Cc1ccccc1)C1CCS(=O)(=O)C1 (stereo unspecified)	0	-5	2	19	-0.8	7	4	-3	1
Cc1ccc(CNC(=O)C2CC3Cn4c(nc5cc6ccccc6cc54)C3N2C)o1 (stereo unspecified)	0	5	1	7	0.7	1	4	31	2
CCn1c2ccccc2c2cc(NC(=O)COC(=O)Cc3cn4ccsc4n3)ccc21	-3	-9	-4	1	-1.3	x	-10	-1	6
COc1ccc(/C=N/NC(=O)c2ccncc2)cc1CSc1nc2ccccc2s1	-2	-1	-12	-16	2.7	-2	10	-21	6
Cc1c(/C=N\NC(=O)c2cccc(F)c2)cnn1C	-1	2	1	-1	-1.4	0	-3	-2	1
Clc1nc(-c2ccccc2)cc(-c2ccccc2)n1	-3	2	1	3	2.7	7	-8	-10	-1
CCc1cc(C(=O)N(CC(C)C)c2c(N)n(Cc3ccccc3)c(=O)[nH]c2=O)sc1C	0	-15	-2	5	3.3	0	-2	-5	0
Cc1cccc(NC(=O)CC2S/C(=N/c3nccs3)N(C)C2=O)c1 (stereo unspecified)	3	-5	-8	-6	1.0	-5	-6	-6	10
CC(=O)NC(=S)Nc1cc(C(F)(F)F)ccc1N1CCOCC1	-2	-9	-1	-1	-0.7	-1	-6	3	1
CCC(=O)N1CCc2cc(S(=O)(=O)NC(C(=O)NC3CCCc4ccccc43)C(C)C)ccc21 (stereo unspecified)	0	7	3	14	-0.2	4	-4	13	0
CC(C)NCC(O)c1ccc(NS(C)(=O)=O)cc1 (stereo unspecified)	0	1	-2	-2	4.2	-1	0	-11	1
COc1cc(C=O)ccc1OCCOCCOc1cc(C)ccc1Cl	-4	-3	4	0	1.3	-3	2	13	4
COc1ccccc1NC(=O)c1ccc(NC(=O)CN2CCN(C(=O)c3ccco3)CC2)cc1	2	-3	5	-2	-1.3	1	4	9	6
Cc1cccc(CN2CCN(C3CN(CCc4ccccc4)S(=O)(=O)C3)CC2)c1 (stereo unspecified)	-3	-14	3	8	x	x	-19	x	2
CCN(CC)S(=O)(=O)c1cccc(C(=O)N[C@H](C(=O)NCc2ccccc2F)C(C)C)c1	1	-1	-2	4	-0.2	2	-5	5	1

Molecule	CHRM5 agonist	CHRM4 antagonist	M5 PAM	M4 PAM	CRFBP-R2 agonist	IDE cell inh	M5 antag	CRFR2-BP antag	M4 ag
Cc1cc2cc(CCNS(C)(=O)=O)c(=O)[nH]c2cc1C	-1	2	-2	8	-0.1	2	3	-2	7
CCN(CC)c1ccc(/C=N/Nc2nc3ccccc3[nH]2)c(O)c1	-6	6	-9	-6	-1.5	-4	7	8	0
CCC(CO)Oc1cc(NCc2ccccc2C)c2ncn(C(C)C)c2c1 (stereo unspecified)	0	0	9	11	-1.0	4	5	16	1
Cc1cc(NC(=O)CSCC(=O)OCC(=O)Nc2ccc(OC(F)F)cc2)no1	4	-5	8	1	0.4	-1	-5	3	1
Cc1cc(C)c(S(=O)(=O)C(C)C)c(=O)[nH]1	2	4	6	1	-2.0	5	-8	17	0
CCO/N=C(/C)c1c(O)c(C)c(-c2ccccc2)n(-c2ccccc2)c1=O	-7	-10	9	2	-0.6	3	4	-22	1
CCN(CC)CCOC(=O)c1ccc(NC(=O)CNC(=O)C2CCCCC2)cc1	-1	-3	1	-2	-3.9	0	-5	19	1
COc1ccc(NC(=O)c2ccco2)cc1NC(=O)c1cccs1	-1	13	3	-3	-0.3	-1	-1	-3	1
